hcGAS inh = Primary biochemical luminescence assay for human cyclic GMP-AMP synthase inhibitors. Q8N884. recombinant h-cGAS, ATP depletion, Kinase-Glo luminescence. inhibition, % at 12.5 µM. actives 0.081% (n = 290,000). AID 1259398, 2018;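 note: 0% = vehicle reaction and 100% = reaction without DNA for no activity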
Target sequence (Q8N884 whole entry, looked up): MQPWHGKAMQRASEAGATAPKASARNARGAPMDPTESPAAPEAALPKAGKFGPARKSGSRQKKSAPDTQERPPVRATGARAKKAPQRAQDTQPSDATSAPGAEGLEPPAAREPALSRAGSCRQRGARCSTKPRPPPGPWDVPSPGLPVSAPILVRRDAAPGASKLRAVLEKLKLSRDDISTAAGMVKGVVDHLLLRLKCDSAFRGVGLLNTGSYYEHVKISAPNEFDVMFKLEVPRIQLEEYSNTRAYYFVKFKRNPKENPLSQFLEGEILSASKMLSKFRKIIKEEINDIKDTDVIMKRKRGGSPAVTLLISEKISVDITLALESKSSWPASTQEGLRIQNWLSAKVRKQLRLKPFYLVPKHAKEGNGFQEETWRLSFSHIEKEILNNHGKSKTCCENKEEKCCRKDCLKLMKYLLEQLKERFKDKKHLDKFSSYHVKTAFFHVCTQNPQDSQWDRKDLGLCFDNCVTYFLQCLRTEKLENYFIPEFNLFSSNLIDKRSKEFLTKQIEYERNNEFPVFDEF
mcGAS inh = cyclic GMP-AMP synthase inhibitors, mouse, primary biochemical chemiluminescence; Q8C6L5; recombinant cGAS, Kinase-Glo ATP depletion luminescence; inhibition, % at 12.5 µM; actives 0.15% (n = 160,000); AID 1259399, 2018;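 note: 0% = negative control wells and 100% = reference inhibitor with no enzyme activity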
NPYLR7 agonist = agonists of mosquito NPYLR7 receptor, primary screen, cell-based, Aedes aegypti, calcium fluorescence, mosquito biting behavior. Aedes aegypti neuropeptide Y-like receptor 7 (NPYLR7). HEK293T NPYLR7/Galpha15, GCaMP6s calcium fluorescence. activation, % at 10 µM. actives 0.15% (n = 270,000); in the data active = activation above about 40%;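 note: 0% = vehicle and 100% = reference agonist at the receptor; some compounds past the cut are filed as inactive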
* = called active by the depositor; . = no result given; & = joins results of further samples. Cut-off read from the data, not from the text of the source, unless noted: active = inhibition above about 40%; inactive = the rest. Rows were taken by chance; any-hit rate near 0.27%.

structure | hcGAS inh | mcGAS inh | NPYLR7 agonist
Cc1cccc(CNC(=O)C2CC23CCN(C(=O)CCC2CCCC2)CC3)n1 (stereo unspecified) | -8 | -12 | 20
CCOc1cc(C(=O)NCCc2csc3nc(-c4cccs4)nn23)cc(OCC)c1OCC | -3 | -6 | -5
C#CCN(Cc1ccc(F)cc1)C(=O)CC(=O)Nc1cccc(C)c1C | -6 | -10 | 14
Cc1nc(-c2ccc(C(F)(F)F)cc2)nc(N2CCN(S(=O)(=O)c3ccc4ccccc4c3)CC2)c1C(C)C | -5 | -4 | -5
COCC(=O)N1CC(=O)N2C3CCC(O)(CC3)C2C1 (stereo unspecified) | -3 | -8 | 26
CN1CCN(C(=O)c2ccnc(-c3cccc4cnccc34)c2)CC1 | -7 | -11 | 7
Cc1cc(C)c(NC(=O)CN(C)C2CC(=O)N(c3ccccc3C)C2=O)c(C)c1 (stereo unspecified) | -5 | . | 8
CC(=O)Oc1ccc(Cn2c(C)c(C(=O)NCC(C)C)sc2=O)cc1 | -5 | . | 12
CC(C)C[C@H]1CN(Cc2cnccc2C(F)(F)F)CC[C@@]1(C)O | -10 | -6 | .
Cc1cc(C)c2nc(SCc3ccccc3F)[nH]c2c1 | -4 | -7 | 16
C1CCC2(C1)OCC1(CO2)COC2(CCCC2)OC1 | -7 | . | -1
Cc1cccc2sc(N(CCCN3CCOCC3)C(=O)c3nc4ccccc4s3)nc12 | -10 | -10 | 0
Cc1nccn1-c1cc(NCCNS(=O)(=O)c2ccccc2Cl)ncn1 | -4 | -10 | -13
COc1ccc(N2CC(C(=O)Nc3c4c(nn3-c3ccccc3)CS(=O)(=O)C4)CC2=O)cc1 (stereo unspecified) | -6 | -8 | -5
CCCOc1ccc(C2C(=C(O)c3ccc4c(c3)CC(C)O4)C(=O)C(=O)N2Cc2ccco2)cc1 (stereo unspecified) | 0 | . | 12
COc1cccc(C2C3C(=Nc4ncnn42)c2ccccc2OC3c2ccc(OC)c(OC)c2)c1 (stereo unspecified) | -6 | . | 4
CN(C)CCNC(=O)C(=Cc1ccc(-c2ccc(Cl)cc2)o1)NC(=O)c1ccccc1 | -4 | -7 | 21
CC(C)[C@H](NC(=O)Cc1cccc2ccccc12)C(=O)OCC(=O)c1ccc[nH]1 | -11 | . | 3
CCn1cc(-c2cccc(CN3CCOCC3)c2)c(C)n1 | -8 | -10 | 6
CCCN1CCC(NN2CCOCC2)CC1 | -7 | -8 | -11
COC(=O)c1cc(CNC(=O)C2COc3ccccc3C2)ccc1OC (stereo unspecified) | 6 | . | 2
Cc1nn(-c2ccccc2)nc1C(=O)Nc1ccc2c(c1)OCCO2 | -3 | 0 | 2
COc1cc(C2Nc3ccccc3N=C3CC(C)(C)CC(=O)C32)cc(OC)c1OC (stereo unspecified) | -11 | -6 | -2
Cc1ccc(S(=O)(=O)NC(C)C(c2cccs2)N2CCN(c3ccccc3)CC2)cc1 (stereo unspecified) | -3 | -5 | -1
C#CCOCC(O)CN(Cc1ccc(C)o1)CC1CC1 (stereo unspecified) | -5 | -6 | 18
Cc1cc(NC(=O)c2ccc(F)cc2F)n(-c2nc3c(cnn3-c3ccccc3)c(=O)[nH]2)n1 | 4 | 1 | .
O=C(NC(=S)NCC1CCCO1)c1cccs1 (stereo unspecified) | -4 | -5 | 1
O=C(NC1CC1)C1CC(=O)N(C2CCCCC2)C1 (stereo unspecified) | -3 | . | 14
CCCCCCc1ccc(C(=O)N(CC(=O)N(CCc2c[nH]c3ccccc23)Cc2ccccc2OC)C(C)C)cc1 | -8 | -6 | 14
Cc1ccc(C2(O)CCN(C(=O)c3ccc(Cn4cccn4)o3)CC2)nc1 | -6 | -16 | -1
CC1Sc2ccc(C(=O)N(C)C3CCc4ccccc43)cc2NC1=O (stereo unspecified) | -4&-14 | -8 | 3&11
CCOC(=O)CCNC(=O)C1=CN2CCN(C)C(=O)N=C2O1 | -6 | . | 4
CS(=O)(=O)c1ccccc1C(=O)N(Cc1ccccn1)c1nc2ccc(Cl)cc2s1 | -1 | -8 | 1
COc1ccc(OCCn2c(C3CCCO3)nc3ccccc32)cc1 (stereo unspecified) | -6 | . | -2
CCOc1ccc(NC(=O)N2CCc3cc(OC)c(OC)cc3C2CNC(=O)c2ccc(OC)cc2)cc1 (stereo unspecified) | -1 | 1 | 19
COc1ccc(CN(CN2C(=O)C(=O)c3cc(F)ccc32)C2CC2)cc1 | -1 | -10 | 1
COc1ccc(C(=O)N2CCN(c3ncnc4c3nnn4Cc3ccccc3)CC2)c(OC)c1 | -7 | -9 | -14
Cc1cc(C(F)(F)F)nc2snc(Br)c12 | -7 | . | -1
COC(=O)C1CCCCN1S(=O)(=O)c1cc(C)ccc1F (stereo unspecified) | -2 | -10 | 2
CCOc1ccc(CN2CCCn3cccc3C2c2c(F)cccc2F)cc1 (stereo unspecified) | -6 | . | -1
CC1CN(c2cc(Oc3ccccc3Cl)ncn2)CCN1C(=O)c1ccc(Cl)cc1Cl (stereo unspecified) | -12 | -5 | 8
COc1cc2c(cc1OC)C(c1cccc(C(F)(F)F)c1)N(C(=O)CCc1ccccc1)CC2 (stereo unspecified) | 2 | 2 | -10
Cc1cc(Br)cc(C)c1NC(=O)C1C2C=CC(C3CC23)C1C(=O)O (stereo unspecified) | -6 | . | -8
COc1ccc(C(=O)NC(=O)COc2ccc(C#N)cc2Cl)cc1 | -4 | . | 0
COc1ccc(-c2nc(OCC(C)C)nn2-c2ccc(NC(=O)c3ccc([N+](=O)[O-])cc3)cc2)cc1 | -3 | -6 | 14
C=CCSc1nnc2c(n1)OC=Nc1ccc(Br)cc1-2 | 5 | . | 10
CS(=O)(=O)NC1=NCN(CCc2ccccc2)CN1 | -5 | . | -13
CCn1c(Nc2cccc(C)c2)nc2ccccc21 | -3 | -9 | -2
CN(C(=O)c1ccccc1N1CCC(NC(=O)Nc2ccccc2)CC1)C1CCCCC1 | -7 | -5 | 21
Cc1nn(CC(=O)O)c(C)c1[N+](=O)[O-] | 3 | -2 | 1
CC(C)=N/N=c1\scc(-c2cccc(O)c2)n1C | -3 | . | 1
CC1CCCN1C(=O)c1cc(N2CCOCC2)nc2ccccc12 (stereo unspecified) | -5 | -4 | 1
O=C(NCCN1CCOCC1)c1ccc(N2CCC(N3CCC(c4ccccc4Cl)C3)CC2)cc1 (stereo unspecified) | -6 | -11 | 16
CSc1ncc(Cl)c(C(=O)N2CCN(c3ccccc3)CC2)n1 | -7 | -8 | -7
O=C(NC(C(=O)N1CCCCC1)C1CCN(C(=O)CCc2ccccc2)CC1)c1ccccc1Cl (stereo unspecified) | -6 | -5 | 2
COC(=O)c1ccc(/C=C/c2cc(C(=O)O)c3ccc(F)cc3n2)o1 | -8 | . | -2
Cc1cccc(C(=O)NCCn2nc(-c3ccco3)ccc2=O)c1 | 8 | -5 | 0
COCCN(Cc1ccc(OC)c(OC)c1)CC(O)COc1ccccc1 (stereo unspecified) | -4 | -4 | 22
Cc1cc(C)c(NC(=O)CNC(=O)C2COc3ccccc3O2)c(C)c1 (stereo unspecified) | -18 | 2 | 15
CC1=C(C(=O)OC(C)(C)C)C(C)C(C(=O)OC(C)(C)C)=C(C)N1 | 2 | -2 | -4

One compound at a time, from the list above. Screens in order: hcGAS inh, mcGAS inh, NPYLR7 agonist
CCOc1cc(C(=O)NCCc2csc3nc(-c4cccs4)nn23)cc(OCC)c1OCC is entered as -3, -6, -5
O=C(NC(C(=O)N1CCCCC1)C1CCN(C(=O)CCc2ccccc2)CC1)c1ccccc1Cl (stereo unspecified) is entered as -6, -5, 2
C#CCN(Cc1ccc(F)cc1)C(=O)CC(=O)Nc1cccc(C)c1C is entered as -6, -10, 14
O=C(NCCN1CCOCC1)c1ccc(N2CCC(N3CCC(c4ccccc4Cl)C3)CC2)cc1 (stereo unspecified) is entered as -6, -11, 16

Molecules above with a COOH group:
structure | hcGAS inh | mcGAS inh | NPYLR7 agonist
Cc1cc(Br)cc(C)c1NC(=O)C1C2C=CC(C3CC23)C1C(=O)O (stereo unspecified) | -6 | . | -8
Cc1nn(CC(=O)O)c(C)c1[N+](=O)[O-] | 3 | -2 | 1
COC(=O)c1ccc(/C=C/c2cc(C(=O)O)c3ccc(F)cc3n2)o1 | -8 | . | -2

Further results.
structure | hcGAS inh | mcGAS inh | NPYLR7 agonist
CN(CC1CCCCO1)C(=O)c1cccc(CC2CCNCC2)c1 (stereo unspecified) | -5 | -11 | 5
CN(Cc1cccc(Cl)c1)C(=O)NCC1COc2ccccc2O1 (stereo unspecified) | -9 | -6 | 7
CC(=O)c1cc(C(=O)N2CCc3onc(-c4ccc(F)c(F)c4)c3C2)cs1 | -9 | . | 3
O=C(CCN1CCCCO1)N1CCOC(Cc2cccc(F)c2)C1 (stereo unspecified) | -12 | . | 8
CCOC(=O)C1=C(C)N(c2ccc3c(c2)OCCO3)C(=S)NC1c1ccc(OC)cc1OC (stereo unspecified) | 1 | . | 2
Cc1cccc(NC(=O)N2CCN(c3nc(-c4cccc(C(F)(F)F)c4)nc(C)c3Cc3ccccc3)CC2)c1C | -6 | -5 | -5
NCC1Cc2c(ccc3cc(-c4ccncc4)ccc23)O1 (stereo unspecified) | 1 | . | 1
CCOc1ccc(CN(Cc2cccc(C(F)(F)F)c2)Cc2nc(C(=O)O)co2)cc1 | -5 | -5 | 11
N#CCOc1ccc(NC(=O)NC(c2ccccc2)C(F)(F)F)cc1 (stereo unspecified) | -7 | -17 | 4
NC1=NC(=O)/C(=C\c2cc(Br)cc(Cl)c2O)S1 | 11 | 5 | 39
CN1CCN2C[C@@H](NC(=O)c3ccc(N4CC(=O)NC4=O)cc3)C[C@H]2C1 | -3 | -12 | -3
CN1C[C@@H](NC(=O)c2cccs2)C[C@H]1C(=O)NCCc1ccccc1Cl | -6 | -18 | 21
COCCOC(=O)Nc1cccc(NC(=O)C2CCOCC2)c1 | -9 | . | 1
CCCCOc1ccc(S(=O)(=O)NC(=O)C2(C)CCN2C(=O)CC2CCCCC2)cc1 (stereo unspecified) | -1 | . | 11
Cc1cc(C)n(CCCNC(=O)c2ccc3oc(-c4cccc(F)c4)nc3c2)n1 | -3 | -1 | -2
CCCCCCCC(=O)Nc1ccc(N2CCCC2)c(C(=O)NC(C)c2ccccc2)c1 (stereo unspecified) | 1 | 2 | .
O=C1CCCC2=C1C(c1ccsc1)CC(=O)N2c1ccccc1C(F)(F)F (stereo unspecified) | 7 | . | 0
Cc1ccccc1C(C)NC(=O)CN1CCN(c2nccs2)CC1 (stereo unspecified) | -11 | . | 3
O=c1ccc(-c2ccncc2)nn1CCNS(=O)(=O)c1cccs1 | -10 | . | 11
CCOC(=O)C1CCCN(C(=O)CC(c2ccc(F)cc2)c2cn(CC)c3ccccc23)C1 (stereo unspecified) | 2 | 1 | -4
Cc1cc(C)n(-c2cc(NCCNC(=O)CCCc3ccccc3)ncn2)n1 | 3 | -1 | -10
CCOC(=O)C(C)Sc1nnc(CNC(=O)C23CC4CC(CC(C4)C2)C3)n1CCc1ccccc1 (stereo unspecified) | -4 | -10 | -2
S=c1[nH]c(CN2CCOCC2)nc2sc3c(c12)CCCC3 | -7 | . | 3
Cc1onc(-c2ccccc2Cl)c1C(=O)Nc1sc(C)c(C)c1C#N | -5 | . | -5
CCCNC(=O)C1CCCN1c1ncnc2sc(-c3ccccc3)cc12 (stereo unspecified) | -5 | . | 1
CCn1nnc2c(NC3CCCCC3)ncnc21 | 2 | . | 4
C#CCn1c(=NC(=O)CSCC(=O)Nc2nccs2)sc2ccccc21 | -1 | . | 9
O=C(O)c1cc(Cl)c(O)c(S(=O)(=O)Cl)c1 | -7 | -15 | 0
OC(c1nc2ccccc2o1)C(F)(F)F (stereo unspecified) | -5 | . | 4
Cc1ccc(CN(CCN2CCOCC2)Cc2nc(C(=O)NCc3ccncc3)co2)c(C)c1 | -9 | -6 | .
CCOc1ccc(Nc2sc(C(=O)c3ccc(Cl)cc3)c(N)c2S(=O)(=O)CC)cc1 | -2 | -9 | 9
COc1ccc2sc(N(CCCN3CCOCC3)C(=O)c3ccnn3C)nc2c1 | -10 | -9 | .
CC(C)(C(=O)N1CCC1(C)C(=O)Nc1nccs1)c1ccccc1 (stereo unspecified) | -4 | -3 | -4
COc1nn(C)cc1C(=O)Nc1nnc(-c2cc(C)nn2C)o1 | -3 | . | 5
O=C(O)c1ccc2c(c1)ncn2Cc1cccnc1 | -5 | . | -2
CC1COC(c2ccccc2)(c2ccccc2)C1 (stereo unspecified) | 1 | . | 3
COc1cc(Cn2nc(-c3ccco3)c3sc(N4CCCC4)nc3c2=O)cc(OC)c1 | -7 | -7 | -2
COc1ccc(NC(C)=O)cc1NC(=O)C1(c2ccc(Br)cc2)CCCC1 | -11 | -14 | 1
CCOC(=O)CNC(=O)CSc1ncnc2c1nnn2Cc1ccccc1 | -6 | 25 | 8
Cc1ccc2cc(CCNC(=O)Cc3cccc4ccccc34)c(=O)[nH]c2c1C | -3 | . | 5
CCOC(=O)c1c(NC(=O)c2ccc3nonc3c2)c(-c2ccc3c(c2)OCO3)cn1C | 5 | 3 | 3
O=c1c2nc(N3CCCCC3)sc2c(-c2cccs2)nn1CCc1ccccc1 | -8 | -8 | -1
CN(C)S(=O)(=O)CC12CCC(CC1=O)C2(C)C (stereo unspecified) | -6 | -7 | 0
O=P1(Nc2ccc3c(c2)OCCO3)C=C(c2ccccc2)OC(c2ccccc2)=C1 | -9 | -6 | 16
O=C(NOCc1ccccc1)c1nn(CCOc2ccccc2)c2ccccc12 | -6 | -4 | 21
Cc1cccc(NC(=O)CC(NCCCOC(C)C)C(=O)O)c1 (stereo unspecified) | 0 | -5 | -3
CC1CCN(Cc2nnnn2CC(=O)NCCc2cccc(F)c2)CC1 | -2 | . | 10
